Assay outcomes from PubChem BioAssay.
ST2 inh: inhibitors of human ST2 (IL1RL1) binding to IL-33, primary screen, biochemical, AlphaLISA | Interleukin-1 receptor-like 1 (Homo sapiens), Q01638 | AlphaLISA ST2-Fc/biotin-IL-33 interaction, 1 h | inhibition, % for hits at 17 µM | 2.3% of 78,000 active; in the data active = inhibition above about 30%; inconclusive = mostly about 10% to 28%
Target sequence (Q01638 whole entry, looked up): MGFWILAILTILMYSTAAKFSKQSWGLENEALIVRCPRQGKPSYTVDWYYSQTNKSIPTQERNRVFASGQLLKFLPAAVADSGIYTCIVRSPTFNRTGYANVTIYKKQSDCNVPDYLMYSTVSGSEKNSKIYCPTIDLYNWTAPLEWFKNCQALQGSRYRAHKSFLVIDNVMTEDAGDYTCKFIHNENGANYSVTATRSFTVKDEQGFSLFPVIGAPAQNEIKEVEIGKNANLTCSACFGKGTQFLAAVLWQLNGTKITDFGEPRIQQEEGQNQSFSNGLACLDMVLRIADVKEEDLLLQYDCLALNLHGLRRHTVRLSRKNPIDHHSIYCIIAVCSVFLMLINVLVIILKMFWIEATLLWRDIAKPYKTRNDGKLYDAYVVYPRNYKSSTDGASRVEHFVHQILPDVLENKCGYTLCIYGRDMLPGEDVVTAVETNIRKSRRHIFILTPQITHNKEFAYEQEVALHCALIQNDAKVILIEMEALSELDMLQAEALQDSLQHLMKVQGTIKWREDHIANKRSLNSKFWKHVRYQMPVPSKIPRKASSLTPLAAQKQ
* = called active by the depositor; i = inactive; ? = inconclusive. An excerpt (hit frequency here may not be typical).

Sample of the layout (five entries):
SMILES | ST2 inh
Cc1ccn2c(Nc3ccc4c(c3)OCO4)c(-c3ccco3)nc2c1 | ?
CCCCNC(=O)N1CC(C)CC(C)C1 (stereo not given) | ?
O=C(NCc1ccc(F)cc1)c1cnc2n(c1=O)CCS2 | i
C=C(C)COc1ccccc1CN(C)C(C)c1ccccn1 (stereo not given) | ?
CCNc1nc(NC(C)C)nc(NS(=O)(=O)c2ccc(N)cc2)n1 | i

Results, previewed entries included:
SMILES | ST2 inh
Cc1ccn2c(Nc3ccc4c(c3)OCO4)c(-c3ccco3)nc2c1 | ?
CCCCNC(=O)N1CC(C)CC(C)C1 (stereo not given) | ?
O=C(NCc1ccc(F)cc1)c1cnc2n(c1=O)CCS2 | i
C=C(C)COc1ccccc1CN(C)C(C)c1ccccn1 (stereo not given) | ?
CCNc1nc(NC(C)C)nc(NS(=O)(=O)c2ccc(N)cc2)n1 | i
COC(=O)c1ccn(CC(=O)Nc2cc(-c3ccccc3)nn2C)n1 | ?
COCCCNc1ncnc2c1cnn2-c1ccc(C)cc1C | i
Cc1cccc(-c2cccc(NC(=O)C3CCCN(C(=O)C4=NN(C)C(=O)CC4)C3)c2)c1 (stereo not given) | i
COc1ccc(C(C)=O)cc1CN1CCOCC1 | i
CCOC(=O)C1CCN(S(=O)(=O)c2ccc3c(c2)NC(=O)CC(=O)N3)CC1 | i
O=c1c2c(-c3ccc(Br)cc3)csc2ncn1-c1ccccc1 | i
O=C(Cc1ccc(F)cc1)NC1CC(=O)N(c2cccc(F)c2)C1 (stereo not given) | i
CC1=NCCN1S(=O)(=O)c1cc(Cl)c(Cl)cc1Cl | i
O=C(NCCC1=CCCCC1)c1cnc2n(c1=O)CCS2 | i
Cc1[nH]nc(SCC(=O)Nc2cccc(O)c2)c1[N+](=O)[O-] | i
COc1cc(NC(=O)c2noc3c2CC(C(C)(C)C)CC3)c(OC)cc1Cl (stereo not given) | i
CCOC(=O)C1=C(C)NC(=O)NC1c1ccc(OCC)c(OCC)c1 (stereo not given) | i
COc1ccc(C=O)c(C(=O)O)c1OC | i
Cc1[nH]n(-c2ccc([N+](=O)[O-])cc2)c(=O)c1C=NCC(O)c1ccccc1 (stereo not given) | i
COc1ccc(C(=O)N2CCN=C2SCc2cccnc2)cc1 | i
CCOc1ccc(N2CC(=O)NC2=O)cc1 | i
O=C(Nc1ccccc1C(=O)NCc1cccnc1)c1cccc(I)c1 | i
Cc1ccc(OCC(=O)Nc2cccc(C(F)(F)F)c2)c(C)c1 | i
CN(C)c1ccc(C2NC(c3ccc(N(C)C)cc3)C3CCCC2C3=O)cc1 (stereo not given) | ?
CC(O)C#CC1(C)CCCC(C)(C)O1 (stereo not given) | ?
Cn1c(C(=O)NCc2ccco2)cc2c(=O)n3ccccc3nc21 | i
O=C(COc1ccc(Cl)cc1Cl)Nc1c(-c2cccs2)nc2ccccn12 | i
Cc1c(C(C)NS(=O)(=O)c2cccnc2)cnn1-c1cccc2ccccc12 (stereo not given) | i
CN(Cc1ccc(C(=O)Nc2cnn(C)c2)cc1)CC1CCCO1 (stereo not given) | ?
COc1cccc(C2=Nn3c(nnc3-c3cccc(F)c3)SC2)c1 | i
Cc1occc1C(=O)Nc1ccccc1C(N)=O | i
COc1c(F)cccc1C(=O)N1C[C@H]2OC(=O)N(Cc3ccccn3)[C@H]2C1 | i
CN(C)C(=O)N1CCCC(C(=O)NCCCC(C)(C)CO)C1 (stereo not given) | i
O=[N+]([O-])c1ccc(-c2nc(N3CCCC3)c3ccccc3n2)cc1 | i
COc1ccc(C(=O)N2CCN=C2SCc2ccc(Br)cc2)cc1 | i
COc1ccc(CN2CCC[C@H]2c2nc(-c3ccc(OC)nc3)no2)c(O)c1 | i
CC1(C)CC(CC(=O)N2CCCCC2)(c2ccccc2)CCO1 (stereo not given) | i
CN(CCCc1cnn(C)c1)c1nc(-c2cccnc2)nc2c1CNC2 | ?
O=C(N1CCN(c2ccccc2)CC1)C(Cl)(Cl)Cl | ?
Cc1ccc(N2C(=O)C3Sc4[nH]c(=O)sc4C(c4ccccc4)C3C2=O)cc1 (stereo not given) | 34%*

An excerpt of these results, with each value named:
Cc1c(C(C)NS(=O)(=O)c2cccnc2)cnn1-c1cccc2ccccc12 (stereo not given)
- ST2 inh: i
CN(Cc1ccc(C(=O)Nc2cnn(C)c2)cc1)CC1CCCO1 (stereo not given)
- ST2 inh: ?
COc1cccc(C2=Nn3c(nnc3-c3cccc(F)c3)SC2)c1
- ST2 inh: i
Cc1occc1C(=O)Nc1ccccc1C(N)=O
- ST2 inh: i

(continued)
SMILES | ST2 inh
O=C(CN1C(=O)c2ccccc2C1=O)Nc1nnc(Cc2ccc(Cl)cc2)s1 | i
O=C(COc1ccc(Cl)cc1)Nc1ccc(Br)cc1 | i
O=C(c1c[nH]c2ccc(S(=O)(=O)Nc3cccc(C(F)(F)F)c3)cc2c1=O)N1CCCC1 | i
C[C@H]1[C@@H]2[C@@H](O)[C@H]([C@H](C)C(=O)NC3CC3)CC[C@@]2(C)CC[C@@H]1NC(=O)c1cncnc1 | i
COc1ccc(Br)cc1/C=C1\N=C(c2ccc(OC)c([N+](=O)[O-])c2)OC1=O | i
CC1=CC(=O)CC2C1(C)CCC(C)C2(C)CC/C(C)=C/C(=O)O (stereo not given) | i
O=C(NC[C@H]1O[C@@H](CO)[C@@H](O)[C@H]1N1CCN(c2cccc(C(F)(F)F)c2)CC1)c1ccccc1 | ?
CCN(CC)C(=O)C[C@@H]1CCNC[C@@H]1Cc1cc(-c2ccc(F)cc2)on1 | i
C[C@H](C(=O)N1CCCC1)C1CC[C@@]2(C)Cc3sc(-c4ccccc4)nc3[C@@H](C)[C@@H]2[C@H]1O (stereo not given in full) | i
C=CCSc1nc2c(c(-c3ccc(C)o3)c1C#N)CCCC2 | i
CCN(CC)c1nc2c(c(=O)[nH]c(=O)n2C)n1CC | i
CCOc1ccc(C2C(C(=O)c3cccs3)=C(O)C(=O)N2CCCN2CCOCC2)cc1 (stereo not given) | i
NS(=O)(=O)c1ccc(NC(=O)CCCOc2ccccc2)cc1 | i
CC1CCC(NC(=O)C2(C)CCC(=O)N2Cc2cccnc2)CC1 (stereo not given) | i
CCOc1ccc(CN=c2c([N+](=O)[O-])nn(-c3ccccc3)n2O)cc1OC | i
Cc1nn(C)c(Cl)c1C1CC(=O)Nc2c1c(-c1ccccn1)nn2C (stereo not given) | ?
Cc1ncc(CN2CCCC(CNC(=O)c3ccc(-c4ccccc4)cc3)C2)s1 (stereo not given) | i
Cc1nc2nc(C)c(NC(=O)Nc3ccc(F)c(Cl)c3)c(=O)n2[nH]1 | i
O=C(O)C1CC2(CCNCC2)CN1C(=O)c1cccc(Oc2ccccc2)c1 (stereo not given) | i
CSc1ncc(F)c(N(CCO)CCO)n1 | i
CCOC(=O)c1[nH]ncc1CN1CCn2cncc2C1 | i
Nc1nc(Oc2ccc(F)cc2)c(I)c(=O)[nH]1 | i
CC(C)c1ccc(-c2nc(N3CCCC3)[nH]c(=O)c2C#N)cc1 | i
CC[C@H]1CN(C(=O)C2CCN(C(=O)c3ccncc3)CC2)CC[C@@]1(C)O | i
CC1CCCC(NC(=O)C2c3ccccc3C(=O)N2Cc2ccccc2Cl)C1C (stereo not given) | i
COc1ccccc1-c1nnc(NC(=O)c2ccc(S(=O)(=O)N3CCCC3)cc2)o1 | i
O=C1CC(C(=O)NCCN2Cc3ccccc3OC(c3ccsc3)C2)c2ccccc21 (stereo not given) | ?
CN(Cc1ncc[nH]1)C(=O)C1CCN(Cc2ccco2)CC1 | i
COC(=O)C1(C(=O)NC(C)c2ccc(O)c(F)c2)CC1 (stereo not given) | i
CC(C)NC(=O)N[C@H]1C[C@@H](c2nc(-c3ccc4c(c3)OCO4)no2)N(C)C1 | ?
O=C(C1CCN(S(=O)(=O)c2ccccc2)CC1)N1CCCCCC1 | i
CSc1cccc(NC(=O)Nc2c(C)nc3nc(C)[nH]n3c2=O)c1 | i
CCOC(=O)Oc1ccc2c(=O)c(-c3ccccc3OC)coc2c1 | i
CCCc1ccc(OCC(O)CN2CCCC2)cc1 (stereo not given) | i
Nc1ccccc1-c1nc(-c2ccccc2)nc2ccccc12 | ?
CCOc1cccc2cc(C(N)=O)c(=Nc3ccccc3OC)oc12 | ?
COc1ccccc1N1CCN(C(=O)C(C)Oc2ccccc2F)CC1 (stereo not given) | i
CCOc1ccc(C(=O)Nc2cc(N3CCCS3(=O)=O)ccc2OC)cc1 | i
O=C1C(=Cc2ccc(-c3ccc(Cl)c([N+](=O)[O-])c3)o2)C(=O)c2ccccc21 | i
CC(C)NC(=O)[C@@H]1C[C@H](N)CN1C(=O)CN1CCCCCC1=O | ?
COc1ccc(-c2noc([C@@H]3C[C@H](NC(=O)CCC(=O)O)CN3C)n2)cc1 | 30%*
O=C1CCC(C(=O)N2CCSCC2)CN1CCN1CCOCC1 (stereo not given) | i
CN1CC[C@](O)(c2ccccc2)C(C)(C)C1 | i
Cc1cc(N(C)C)cc(C)[n+]1OC(=O)N1CCCCC1 | i
O=C(c1cc(CN2CCCC(O)C2)on1)N1CC=CCC1 (stereo not given) | ?
CC1=C(C(N)=O)C(c2ccccn2)n2nc(SCc3ccccc3)nc2N1 (stereo not given) | i
O=C1CC(NCc2ccccc2)C(=O)N1c1ccc(Br)cc1 (stereo not given) | i
COC(=O)C1=C(C(=O)OC)C2(OC1c1ccc(C)c(Cl)c1)C(=O)c1ccccc1C2=O (stereo not given) | i
COc1ccc2c(c1)CN(c1ccc(C)cc1C)CO2 | ?
Cc1ccc(N2C(=O)C3C4c5ccccc5C(CO)(c5ccccc54)C3C2=O)cc1[N+](=O)[O-] (stereo not given) | ?

Next section
SMILES | ST2 inh
Cc1ccc(C)c(NC(=O)CSc2nc3c(c(=O)n2-c2ccccc2)SCC3)c1 | ?
CCNc1ncc(C(=O)N2CCc3c(nc(C)nc3N3CCCC3)C2)cn1 | ?
COCCCNC(=O)C1CCN(CC2CC=CCC2)CC1 (stereo not given) | i
CCCCOc1ccc(S(=O)(=O)N2CCSC2c2ccc(OC)c([N+](=O)[O-])c2)cc1 (stereo not given) | i
COc1cccc(N2CCN(C(=O)c3cccn3-c3nnc(N4CCCCC4)s3)CC2)c1 | i
CC1(C)C[C@@H]2C[C@@](C)(CN2c2ccnc(C(=O)NCc3cccnc3)c2)C1 | i
O=C1C2C3C=CC(C3)C2C(=O)N1c1cccc(Cl)c1Cl (stereo not given) | i
CCC(=O)N1CCN=C1SCc1cccc(C)c1 | i
CCOc1ccc(-n2c(=O)[nH]c3sc4c(c3c2=O)CCCC4)cc1 | i
COc1ccc(C(=O)Nc2ccc(Nc3nc(C)cc(Nc4ccc(C)cc4)n3)cc2)cc1OC | i
CCCOC(=O)c1c(NC(=O)C2CCCCC2C(=O)O)sc2c1CCC(C)C2 (stereo not given) | ?
COc1ccc(-n2nc3c(c2NC(=O)c2ccccc2OC)CS(=O)C3)cc1 (stereo not given) | i
Cc1cc(C=C2C(=O)N(C)C(=O)N(C)C2=O)c(C)n1-c1ccc(Cl)c(Cl)c1 | i
NS(=O)(=O)c1ccc(CCNC(=O)c2ccc3nc4ccccc4c(=O)n3c2)cc1 | i
COc1cc2c(cc1OC)-c1nnc(C)n1C(C)(C)C2 | i
Cc1ccc(C(=O)c2c[nH]c3ccc(Br)cc3c2=O)cc1 | 33%*
C=CCNc1ccccc1C(=O)N1CC[C@H](O)C[C@@H]1C(=O)O | i
O=C(NC1CC1)C1CCN(c2ccc(-c3cccs3)nn2)CC1 | i
O=C(O)c1cccc(Nc2ncnc3c2cnn3Cc2ccccc2)c1 | i
O=C(CCS(=O)(=O)c1cccc2nsnc12)N1CCN(c2ccccc2Cl)CC1 | i
Cc1ccnc(SCC(=O)N2c3ccccc3CCc3ccccc32)n1 | i
COc1ccc2c(c1OC)C(=O)OC2Nc1ccc(I)cc1 (stereo not given) | i
COc1ccc2cc3cc(C(=O)N4CCC(C(N)=O)CC4)oc3nc2c1 | ?
Cc1cccc(C(=O)n2nc(C)c(Sc3ccc([N+](=O)[O-])cc3)c2C)c1 | 30%*
Oc1oc(-c2ccccc2)nc1C=Nc1ccc(Br)cc1 | ?
CN1[C@H]2CC[C@@H]1CN(C(=O)COCC(F)(F)C(F)F)CC2 | ?
CCC1(C)Cc2c(sc3nc(SC)n(C)c(=O)c23)CO1 (stereo not given) | i
CCC(Sc1nncn1C)C(=O)Nc1ccc(OC(F)(F)F)cc1 (stereo not given) | i
COc1ccc(C)cc1-n1cnnc1CCn1cccn1 | i
c1ccc(Nc2ncnc3c2oc2ccccc23)cc1 | ?
Cc1ccccc1Oc1nc2c(c(=O)n(C)c(=O)n2C)n1Cc1ccccc1 | ?
CN(Cc1n[nH]c2c1CCCC2)C(=O)C1CCC(=O)N(CCCc2ccccc2)C1 (stereo not given) | ?
CC(NC(=O)Nc1cccc(Cl)c1)c1ccccc1 (stereo not given) | ?
CCOc1c(Nc2ccccc2F)c(=O)c1=O | i
O=C(c1cc(CN2CCOCC2)on1)N1CCCCC1CCc1cccs1 (stereo not given) | i
COc1ccc(CSCC(=O)O)cc1C(=O)O | i
COc1ccc(Nc2c(-c3ccco3)nc3ccc(C)cn23)cc1 | ?
CSCc1ccc(C(=O)N2CCCC(C(=O)c3ccc(Oc4ccccc4)cc3)C2)o1 (stereo not given) | i
C=CCc1cc(OC)ccc1OCCCCN1CCOCC1 | i
O=C(O)c1cc(Cl)c(Cl)cc1C(=O)Nc1ccc(Cl)cc1 | i
